# Screens: PubChem, National Center for Advancing Translational Sciences (NCATS)
# PI4K2A block: blocks human PI4K2A kinase activity. 0.13% of 420,000 active. purified PI4K2A, ADP-Glo luminescence, 1 h; stronger effect = lower value. Q9BTU6. activity change, negative = inhibition, % at 76.9 µM; in the data active means activity change below about -50%; inconclusive means mostly about -30% to -49%;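 further: -100% = wells without enzyme as full effect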
#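 ADP-Glo luminescence measured ADP generated by PI4K2A enzyme (4 ug/mL before mixing) with 1.2 mM PI substrate (pre-mix) and 300 microM ATP (pre-mix). Tris pH7.5 buffer with MgCl2, Triton X-100; 1 h reaction at ambient temperature.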
# G9a inh: inhibitors of human histone lysine methyltransferase G9a; Q96KQ7; Potency, µM (doses to about 102 µM), without a hit: top-dose activity, negative = inhibition, actives largely listed as inhibitors; AID 504332; G9a H3K9 monomethylation, AlphaScreen, 2 h; 8.8% of 350,000 active; further: potency means the concentration at half of the fitted maximal effect; on the % scale 0 is the no-effect control and ±100 the full control effect; nearly all actives have a fitted effect of over 75% in size
#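 AlphaScreen detection with an anti-monomethyl H3K9 antibody quantified product after a 2 h room-temperature reaction containing 500 nM biotinylated H3K9 peptide, 20 µM SAM and 20 nM enzyme, which had been preincubated 15 min with compound.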
# HP1b binding inh: inhibitors of HP1-beta chromodomain binding to methylated histone tails; AlphaScreen HP1-beta / biotin-H3K9me3 peptide binding; Potency, µM (series often up to 114 µM), for inactives: at the top dose activity change, negative = inhibition, hits mostly inhibitors; 0.56% of 390,000 active; AID 540317; further: potency means the concentration at half of the fitted maximal effect; nearly all actives have a fitted effect of over 70% in size; inactives centre near 23
# Target sequence (P83916 whole entry, looked up): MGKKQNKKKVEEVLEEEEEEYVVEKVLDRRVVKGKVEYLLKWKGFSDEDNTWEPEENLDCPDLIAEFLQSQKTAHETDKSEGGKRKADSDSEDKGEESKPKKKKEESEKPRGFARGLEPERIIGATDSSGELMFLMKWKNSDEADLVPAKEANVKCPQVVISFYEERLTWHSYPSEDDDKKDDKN
#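 AlphaScreen: HP1-beta (50 nM) preformed 30 min with biotin-H3(1-18)K9me3 peptide (50 nM) in PBS pH 7.4, 0.01% Tween-20. Compound added for 30 min at RT, then streptavidin donor/nickel chelate acceptor beads (10 ug/mL) for 30 min.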
# Pin1 inh: inhibitors of human Pin1; Q13526; Pin1 FP peptide displacement, HiFluor488, 10 min; Potency, µM (highest dose often 115 µM), inactives show at the highest dose activity, negative = inhibition, usual class: inhibitors; 0.009% of 390,000 active; active means well fitted inhibition curve with a large enough effect in the polarisation, with a control signal flat, not every such curve was filed as active; inconclusive means small, poorly fitted or top-dose-only effect, or effect the other way, or a change in a side signal; inactive means no such curve, though single readings can be large or run the other way; the % refers to the polarisation; further: potency means the concentration at half of the fitted maximal effect; on the % scale 0 is the no-effect control and ±100 the full control effect
# Target sequence (Q13526 whole entry, looked up): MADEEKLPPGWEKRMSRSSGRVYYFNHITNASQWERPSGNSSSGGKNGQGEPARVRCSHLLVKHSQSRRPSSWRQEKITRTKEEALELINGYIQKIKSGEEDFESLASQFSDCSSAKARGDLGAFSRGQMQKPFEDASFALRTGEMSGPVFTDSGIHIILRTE
# BAZ2B inh: blocks human BAZ2B | AlphaScreen BAZ2B-H3K14Ac peptide displacement | Potency, µM (doses to about 114 µM), for the others: at the highest dose activity change, negative = inhibition, actives largely listed as inhibitors | 4.4% of 360,000 active | AID 504333; further: potency means the concentration at half of the fitted maximal effect; on the % scale 0 is the no-effect control and ±100 the full control effect; nearly all actives have a fitted effect of over 60% in size
#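 Inhibition is scored as reduced AlphaScreen emission. The BAZ2B/b-H3(5-23)K14Ac complex (50 nM each) in PBS pH 7.4, 0.01% Tween-20 meets compound (up to 110 uM) for 30 min at RT before bead addition.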
# GLS inhibitor: glutaminase GLS (human) inhibition. 0.21% of 410,000 active. O94925. Potency, µM (highest dose often 45.5 µM), for the others: top-dose activity change, negative = inhibition, hits mostly inhibitors. GLS enzymatic activity, qHTS titration; further: potency means the concentration at half of the fitted maximal effect; on the % scale 0 is the no-effect control and ±100 the full control effect
# Target sequence (O94925 whole entry, looked up): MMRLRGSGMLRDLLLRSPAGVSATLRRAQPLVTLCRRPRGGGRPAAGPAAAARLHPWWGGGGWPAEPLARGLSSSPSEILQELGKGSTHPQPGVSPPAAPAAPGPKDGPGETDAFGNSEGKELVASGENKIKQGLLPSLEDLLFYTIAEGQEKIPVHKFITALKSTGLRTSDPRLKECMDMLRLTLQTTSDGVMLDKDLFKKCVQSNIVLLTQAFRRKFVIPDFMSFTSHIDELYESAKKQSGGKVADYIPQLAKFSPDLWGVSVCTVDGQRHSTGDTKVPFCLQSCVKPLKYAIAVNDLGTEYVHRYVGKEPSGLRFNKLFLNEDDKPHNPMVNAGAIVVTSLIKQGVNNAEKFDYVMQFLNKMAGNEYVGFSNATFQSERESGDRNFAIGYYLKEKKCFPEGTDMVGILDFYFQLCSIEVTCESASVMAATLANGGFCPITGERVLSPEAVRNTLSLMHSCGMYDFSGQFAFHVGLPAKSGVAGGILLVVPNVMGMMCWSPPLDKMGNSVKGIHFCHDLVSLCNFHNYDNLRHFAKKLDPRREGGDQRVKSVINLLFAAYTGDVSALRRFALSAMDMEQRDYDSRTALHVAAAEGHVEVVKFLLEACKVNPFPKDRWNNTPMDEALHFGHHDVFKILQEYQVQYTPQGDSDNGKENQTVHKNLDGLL
#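 Coupled fluorescence readout: glutamate oxidase/HRP/Amplex Red detect glutamate formed by hKGA from L-glutamine (1 mM solution added). Buffer 45 mM KH2PO4 pH 8.2, 0.02% Tween-20; reads at t0 and 30 min RT.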
# JMJD2A Tudor: blocks the human JMJD2A Tudor domain | 4.4% of 390,000 active | AlphaScreen JMJD2A-Tudor / H3K4me3 peptide binding | AID 504339 | O75164 | Potency, µM (top dose mostly 114 µM), inactives show at the highest dose activity change, negative = inhibition, usual class: inhibitors; further: potency means the concentration at half of the fitted maximal effect; on the % scale 0 is the no-effect control and ±100 the full control effect; nearly all actives have a fitted effect of over 50% in size
# ERG-DNA inh: blocks human ERG Ets domain binding to DNA; 0.028% of 370,000 active; P11308; fluorescence polarization, His-ERG Ets domain / labelled DNA; AID 624246; Potency, µM (titrated, usually from 76.9 µM), inactives show at the top dose FP activity, negative = inhibition, actives largely listed as inhibitors; active means well fitted inhibition curve with a large enough effect in the polarisation, with a control signal flat; inconclusive means small, poorly fitted or top-dose-only effect, or effect the other way, or a change in a side signal; inactive means no such curve, though single readings can be large or run the other way; the % refers to the polarisation;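 further: polarization taken with two DNA probes labelled with fluorescein and Texas red; potency means the concentration at half of the fitted maximal effect; % of control where 0% means no effect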
#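 His-tagged ERG Ets domain (1 uM in the protein solution; 300mM KCl, 50mM Tris-HCl, 1mM EDTA, 1mM DTT, pH 7.5) received compound, then a probe mix of 5 nM fluorescein-DNA and 100nM Texas-615-DNA. Fluorescence polarization was read for both dyes.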
# Tb PGK inh: T. brucei PGK inhibition; P07378; PGK/GAPDH coupled, Kinase-Glo luminescence, 60 min; Potency, µM (top dose mostly 57.5 µM), inactives show top-dose activity change, negative = inhibition, most hits filed as inhibitors; 0.043% of 380,000 active; AID 602233; further: potency means the concentration at half of the fitted maximal effect; on the % scale 0 is the no-effect control and ±100 the full control effect; nearly all actives have a fitted effect of over 60% in size
#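 Recombinant glycosomal PGK reaction used 1,3-bisphosphoglycerate generated in-well by GAPDH (100nM final) in 100mM TEA pH 7.6, 5mM MgCl2, 0.01% Tween-20. After 60 minutes at room temperature, ATP was read by Kinase-Glo Plus luminescence end-point.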
# * = called active by the depositor; i = inactive; u = inconclusive; x = not tested or not shown; & = joins results of further samples; [ ] = another dose, or the depositor's remark. Unless noted, the call rests on the fitted dose curve; in most records, active means well fitted curve in the direction sought with a large enough effect; inconclusive means small, poorly fitted or top-dose-only effect, or another doubt; inactive means no such curve, though single readings can be large; an effect the other way counts as inactive or inconclusive.
# Every second line gives: PI4K2A block	G9a inh	HP1b binding inh	Pin1 inh	BAZ2B inh	GLS inhibitor	JMJD2A Tudor	ERG-DNA inh	Tb PGK inh
O=C(/C=C/c1ccc(F)cc1)NCCCn1ccnc1
  -1	-5%	33%	-3%	0%	0%	-1%	3%	0%
COc1cccc(N(C(=O)CNC(=O)c2ccco2)C(C(=O)NC2CCCCC2)c2cccnc2)c1 (stereo unspecified)
  -2	6%	12%	5%	0%	10%	-11%	-6%	3%
CCOC(=O)Cc1csc(NS(=O)(=O)c2ccc(Br)cc2)n1
  -4	-47%	31%	-6%	-11%	-8%	-3%	-2%	i
N[C@@H](Cc1ccc(O)cc1)C(=O)Nc1ccc2ccccc2c1
  -1	8%[12.7 µM]	11%	-1%	10%	26%	-19%	-1%	5%
CCOC(=O)c1ccc(NC(=O)C(=O)NCC2(c3ccc(OC)cc3)CCOCC2)cc1
  2	7%[59 µM]	10%	u	1%	-1%	-33%	3%	8%
CN(C)c1ncc(S(=O)(=O)c2ccccc2)c(N)n1
  2	36%[59 µM]	36%	0%	-9%	4%	-11%	-8%	0%
O=C1NC(=O)C2(CCc3ccccc32)N1 (stereo unspecified)
  0	-5%[0.501 µM]	19%	3%	-6%	5%	-2%	-2%	0%
CCOC(=O)CCCCCN1C(=O)c2cccc3cccc(c23)C1=O
  -3	x	86%[activator]	2%	31%	1%	55%[activator]	3%	-5%
Cc1cccc(NC(=O)CSCC(=O)Nc2ccccc2C(=O)NC2CC2)c1
  0	-19%	15%	7%	1%	2%	-9%	-7%	-8%
CC(=O)Nc1cccc(/C(C)=N/NC(=O)c2c(-c3ccccc3Cl)noc2C)c1
  5	16%[59 µM]	11%	1%	6%	2%	-5%	12%	5%
O=c1[nH]cnc2sc3c(c12)CCCC3
  -2	-47%[2.33 µM]	19%	-4%	-2%	-10%	-7%	-1%	-6%
O=C(O)c1cc(Cl)c(Cl)cc1C(=O)N1CCOCC1
  2	-49%[12.7 µM]	33%	3%	-5%	13%	-13%	5%	x
Cc1ccc(Cl)cc1NC(C#N)c1ccccc1 (stereo unspecified)
  -5	88%[activator]	95%[activator]	-5%	4%	-9%	38%[activator]	13%[15.4 µM]	-8%
O=C(Nc1ccc(NC(=O)c2ccco2)cc1)c1ccc2c(c1)OCCO2
  -4	3%	44%[activator]	13%	-19%	-14%	-13%	3%	-3%
Cn1nccc1C(=O)NC1CC(C)(C)Cc2c1cnn2-c1ccc(F)cc1 (stereo unspecified)
  5	13%	10%[57 µM]	-21%	5%	0%	-10%	7%	11%
COC(=O)c1cc(NC2c3ccccc3C(=O)N2c2ccc(Cl)cn2)cc(C(=O)OC)c1 (stereo unspecified)
  1	-11%[59 µM]	25%	3%	3%	3%	-19%	-10%	-7%
CC(=O)c1cccc(NC(=O)COc2nsnc2N2CCOCC2)c1
  4	u	18%	-6%	-4%	1%	-10%	-5%	-9%
COc1ccccc1NC(=O)CSc1nncn1N
  -2	-16%	20%	3%	0%	-2%	-18%	-3%	1%
Nc1nc(SCC(=O)c2ccc(Br)s2)n[nH]1
  -4	u	49%[activator]	-1%	-24%	-7%	-8%	-6%	6%
CN(C(=O)c1ccc2c(=O)n3c(nc2c1)CCCCC3)c1ccccc1
  1	7%[59 µM]	17%	2%	11%	-11%	-11%	-1%	-1%

# Next section.
# Every second line gives: PI4K2A block	G9a inh	HP1b binding inh	Pin1 inh	BAZ2B inh	GLS inhibitor	JMJD2A Tudor	ERG-DNA inh	Tb PGK inh
CN1CCN(c2nc(-c3ccco3)cc(C(F)(F)F)n2)CC1
  -2	41%[12.7 µM]	0%	2%	-4%	1%	-28%	5%	i
Cc1noc(C)c1C(=O)Nc1nc2ccc(Cl)cc2s1
  1	40%	23%	-5%	-1%	1%	-1%	0%	-8%
O=c1c2c([nH]n1-c1ccccc1)CCCC2
  1	u	31%	-7%	-24%	13%	-13%	-9%	-3%
Cc1cccc(NC(=S)NCc2cccn2C)c1
  4	u	-5%	3%	u	4%	u	1%	i
O=C(NNc1cccc(Cl)n1)C(F)(F)F
  3	-34%	38%	37%[activator]	-26%	7%	-8%	9%	0%
C=CCOc1ccc(Br)cc1CNC(C)(C)CO
  -2	-36%	53%[activator]	1%	-18%	-3%	3%	-8%	-4%
CCCCCCC1CCC(C(=O)NC(C(=O)O)C(C)C)CC1 (stereo unspecified)
  -2	-8%[59 µM]	24%	1%	-3%	8%	-2%	-7%	4%
CCOC(=O)c1sc(NS(=O)(=O)c2ccccc2Cl)nc1C
  -9	u	-1%	0%	-7%	37%[activator]	u	-14%	-7%
Cc1ccc(Sc2ccc(S(=O)(=O)Nc3ccc(C(=O)O)cc3)cc2)cc1C
  -6	x	7%	x	x	-2%	-35%	8%	-3%
Cc1ccc(C)c(C(=O)n2cnnc2N)c1
  -1	0%[12.7 µM]	35%	-1%	-3%	1%	-11%	3%	i
CCCc1cc(=O)[nH]c(SCC(=O)c2cc(C)n(C)c2C)n1
  -16	50µM*	17%	-5%	-35%	-3%	-32%	-4%	-5%
COc1cc(C(=O)NCc2ccncc2)cc(Br)c1OCc1ccccc1
  3	1%	3%	0%	-13%	0%	-17%	-8%	-5%
CC(C)Oc1cc(C(=O)N2CCC(N3CCCCC3)CC2)ccc1Nc1nnc(Cl)c(Nc2ccccc2S(C)(=O)=O)n1
  -1	x	11%	-1%	x	2%	-30%	6%	-8%
O=C1c2ccccc2S(=O)(=O)c2cc(N3CCC4(CC3)OCCO4)ccc21
  -4	x	91%[activator]	u	x	6%	-7%	3%	-4%
Cn1c(=O)c2[nH]cnc2n(-c2ccccc2)c1=O
  3	18%[59 µM]	24%	-12%	u	-6%	0%	10%	-2%
CN(CCCNC(=O)c1cn(C)c2ccc(S(=O)(=O)N(C)C)cc2c1=O)c1ccccc1
  0	50µM*	-1%	-6%	u	25%	u	-15%	-1%
Cc1cccc(CC(=O)Nc2cc(=O)n(C)c(=O)n2C)c1
  -1	u	52%[activator]	-2%	-3%	-2%	-10%	6%	-2%
O=C(OCc1ccccc1)N1CCOCCOCCN(C(=O)OCc2ccccc2)CCOCCOCC1
  -6	113%[activator][59 µM]	11%	u	-34%[57.1 µM]	3%	-4%	7%	x
COc1ccc(-c2ccc(CCC(=O)O)n2-c2ccccc2O)cc1
  1&-3	u	16%&9%	14%&14%	u	9%&-2%	u	6%&6%	2%&-14%
Cc1nc(SCC(=O)Nc2cc(C(N)=O)cc(C(N)=O)c2)c2c(C)c(C)sc2n1
  0	45µM*	50%	21%	u	0%	u	3%	4%

# The list goes on.
# Every second line gives: PI4K2A block	G9a inh	HP1b binding inh	Pin1 inh	BAZ2B inh	GLS inhibitor	JMJD2A Tudor	ERG-DNA inh	Tb PGK inh
CCCCNC(=O)CN1C(=O)NC(CCc2ccccc2)C1=O (stereo unspecified)
  1	-29%	34%	0%	x	-3%	-12%	-4%	5%
COc1ccc(CCn2c(C)c(C(C)=O)c(C(C)=O)c2C)cc1OC
  -2	-4%	-6%	-10%	-15%	5%	-8%	-2%	0%
CC1CCCC(C)N1CCCNC(=O)c1ccc2nc(N3CCOCC3)sc2c1 (stereo unspecified)
  4	16%	28%	-7%	3%	0%	-26%	1%	i
CCOc1ccc(-c2c(=O)n(O)c3ccccc3[n+]2[O-])cc1
  -2	10%[2.33 µM]	4%	1%	56µM*	15%	79µM*	7%	x
CCOC(=O)c1ccc(NC(=O)c2c(Cl)cc(C)nc2C)cc1
  -24	50µM*	11%	0%	-33%	-1%	-11%	4%	1%
COc1ccc(CC(=O)Nc2c3c(nn2-c2cccc(Cl)c2)CS(=O)(=O)C3)cc1
  0	-28%[59 µM]	37%	-2%	9%	4%	-10%	-1%	3%
COc1ccccc1/C=C/C(=O)OCC(=O)Nc1ccc2c(c1)OCCO2
  3	u	33%	5%	-1%	1%	-8%	1%	0%
CSc1ccccc1NC(=O)COc1ccc(Cl)cc1
  -5	69%[activator][59 µM]	145%[activator]	0%	105%[activator]	4%	97%[activator]	8%	-10%
O=C(Nc1ccc2c(c1)OCCO2)C1CCN(C(=O)c2ccc(F)cc2)CC1
  -2	3%[12.7 µM]	6%	0%	-2%	-3%	-8%	x	-9%
O=C(NCc1cccs1)N[C@@H](Cc1ccccc1)C(=O)O
  5	-20%[12.7 µM]	32%	u	-33%	1%	-16%	-4%	x
Cc1nn(-c2ccccc2)c(C)c1C(=O)OC(C)C(=O)NC1CCCCC1C (stereo unspecified)
  0	u	23%	2%	-1%	9%	-12%	-4%	-8%
O=C(Oc1ccccc1C(=S)N1CCOCC1)c1cccc([N+](=O)[O-])c1
  4	79µM*	4%	1%	-15%	19%	u	2%	-4%
O=C(C[C@@H]1C/C=C/CC[C@H](Cc2ccc(F)cc2)C(=O)OC[C@@H](Cc2ccccc2)NC1=O)N[C@H](CO)Cc1ccccc1
  -3	x	31%	6%	x	-2%	-18%	6%	i
COc1cc2c(cc1OC)C(C)=NC1(CCCCC1)C2
  -2	27%[59 µM]	-7%	-1%	-7%	21%	-14%	7%	3%
Cc1ccc(S(=O)(=O)NNC(=O)c2ccccc2O)cc1
  0	-9%[59 µM]	4%	-5%	1%	27%	3.2µM*	3%	4%
C=CCNC(=O)/C(C#N)=C/c1ccccc1[N+](=O)[O-]
  6	u	33%	u	-6%	0%	-3%	1%	i

# Hits appear at their usual frequency; overall some 11% were active at least once.
